# NCI-60 one-dose screen, 48 h, at 10 µM unless noted. Numbers give growth in % (100 = growth as untreated, 0 = no growth, -100 = all killed).
# HCT-15 – HCT-15 colon cancer. 82,000 tested, 5.2% active. AID 1794746
# KM12 – KM12 colon cancer cells. 82,000 tested, 5% active. AID 1794800
# HCT-116 – HCT-116 colon cancer | 82,000 tested, 7.3% active | AID 1794798
# HT29 – HT29 colon cancer | 81,000 tested, 7.4% active | AID 1794748
# HCC-2998 – HCC-2998 colon cancer. AID 1794799. 79,000 tested, 4.7% active
# NCI-H322M – NCI-H322M lung cancer. 80,000 tested, 2.7% active. AID 1794733
# SW-620 – SW-620 colon cancer; 82,000 tested, 5.2% active; AID 1794795
# COLO 205 – COLO 205 colon cancer; 79,000 tested, 7.3% active; AID 1794742
# SNB-75 – SNB-75 CNS cancer; 79,000 tested, 5% active; AID 1794750
# Active calls of the source: *; · = no result given; & = joins results of further samples; [ ] = remark or other dose. Rule for the calls: active = growth percent below 10; inactive = the rest.
SMILES,HCT-15,KM12,HCT-116,HT29,HCC-2998,NCI-H322M,SW-620,COLO 205,SNB-75
Cc1ccc(C)n1CCCCCCn1c(C)ccc1C,103,93,85,78,103,97,92,101,86
O=C1/C(=C/c2ccc([N+](=O)[O-])o2)Oc2ccc(Br)cc21,0.4*,87,-64*,·,102,76,-70*,8.5*,86
CNC(=O)Nc1ccc(-c2ccc3ncnc(Nc4cccc(Cl)c4)c3c2)cc1,46,61,66,29,74,7.5*,94,66,55
CN1C(=O)C2(Nc3cc(Cl)ccc3S2)c2cc(F)ccc21 (configuration not stated),87,102,90,109,104,·,94,104,69
CCOC(=O)c1c(Nc2ccccc2)nn(C)c1N,98,106,114,107,104,101,106,106,88
O=c1oc2ccccc2cc1-c1cc(CCc2ccccc2)cc(-c2cc3ccccc3oc2=O)n1,98,99,101,94,104,99,100,105,100
COc1ccc(-c2nc(N3CCCC3=O)sc2Br)cc1OC,90,93,97,83,108,97,102,112,·
N=S(=O)(NC(=O)c1ccc(Cl)cc1Cl)c1ccc(Br)s1 (configuration not stated),82,88,81,111,102,118,81,107,108
O=C(/C=C/c1ccccc1F)c1cccc(OCCCCOc2cccc(C(=O)/C=C/c3ccccc3F)c2)c1,101,101,98,104,107,102,102,111,103
CCOC(=O)c1c2c(cn1Cc1cc(OC)ccc1OC)-c1oncc1CC2,43,73,72,93,106,95,79,109,69
CCc1cccc(C)c1NC(=O)c1sc2nc3c(cc2c1N)CCCC3,90,92,79,74,80,56,100,108,41
O=C(Nc1ccccc1Cl)c1ccc(NC2=C(Cl)C(=O)N(C3CCCCC3)C2=O)cc1,46[30 µM],65[30 µM],111[30 µM],37[30 µM],·,16[30 µM],57[30 µM],67[30 µM],39[30 µM]

# Looked up above.
# CNC(=O)Nc1ccc(-c2ccc3ncnc(Nc4cccc(Cl)c4)c3c2)cc1 | HCT-116: 66
# O=C(/C=C/c1ccccc1F)c1cccc(OCCCCOc2cccc(C(=O)/C=C/c3ccccc3F)c2)c1 | HCC-2998: 107
# O=C(Nc1ccccc1Cl)c1ccc(NC2=C(Cl)C(=O)N(C3CCCCC3)C2=O)cc1 | HT29: 37[30 µM]

# The listing picks up, starting two compounds before the break.
SMILES,HCT-15,KM12,HCT-116,HT29,HCC-2998,NCI-H322M,SW-620,COLO 205,SNB-75
CCc1cccc(C)c1NC(=O)c1sc2nc3c(cc2c1N)CCCC3,90,92,79,74,80,56,100,108,41
O=C(Nc1ccccc1Cl)c1ccc(NC2=C(Cl)C(=O)N(C3CCCCC3)C2=O)cc1,46[30 µM],65[30 µM],111[30 µM],37[30 µM],·,16[30 µM],57[30 µM],67[30 µM],39[30 µM]
C#CCC#CCN1CCC[C@H]1C(=O)NCC(=O)OC,102,103,104,104,106,101,113,114,105
O=C(NNC(=O)c1cccc2ccccc12)c1ccc(Cl)cc1Cl,101,103,94,108,94,105,108,·,99
C/C(=N/Nc1nc2ccccc2n1C)c1ccccn1,25,20,2.7*,15,39,15,24,-4.7*,28
Clc1ccc2c(NCCNc3nc(N4CCOCC4)nc4ccccc34)ccnc2c1,15,13,-7.5*,-69*,32,16,11,-68*,-94*
Cc1cccc(/C=C/C(=O)Nc2ncc(Cc3cccc(C)c3)s2)c1,17,6.4*,23,2.8*,35,40,17,-0.7*,8.1*
CC(=O)Nc1cc2c(cc1Br)-c1ccccc1C2O (configuration not stated),102,91,92,106,97,77,104,101,77
CC[C@]12C=CCN3CC[C@@]4(c5ccc(OC)cc5N(C)[C@H]4[C@@](O)(C(=O)OC)[C@@H]1OC(=O)CCCOc1cc(O)c4c(=O)cc(-c5ccccc5)oc4c1)[C@@H]32,96,96,77,95,109,98,104,100,·
O=C(O)c1ccc(-c2nn(-c3ccc(C(F)(F)F)cc3)cc2CNc2ccc(F)cc2)cc1,86,96,98,96,99,97,96,113,55
CCCCOC(=O)N1CCCCC1CCC (configuration not stated),103,108,98,105,116,97,103,101,84
O=C1/C(=C/c2cc(-c3ccc4c(c3)OCO4)n[nH]2)CCc2ccccc21,100,86,95,98,101,86,101,100,79
Nc1nc(Cl)cc(SCc2ccc(Cl)cc2Cl)n1,103,109,107,120,120,106,107,130,92
CC1(C)CC(=O)C(CC2=C(N)CC(C)(C)CC2=O)=C(N)C1,94,110,103,104,99,96,106,139,98

# Five records drawn at random from those above:
SMILES,HCT-15,KM12,HCT-116,HT29,HCC-2998,NCI-H322M,SW-620,COLO 205,SNB-75
Nc1nc(Cl)cc(SCc2ccc(Cl)cc2Cl)n1,103,109,107,120,120,106,107,130,92
C#CCC#CCN1CCC[C@H]1C(=O)NCC(=O)OC,102,103,104,104,106,101,113,114,105
O=C(O)c1ccc(-c2nn(-c3ccc(C(F)(F)F)cc3)cc2CNc2ccc(F)cc2)cc1,86,96,98,96,99,97,96,113,55
C/C(=N/Nc1nc2ccccc2n1C)c1ccccn1,25,20,2.7*,15,39,15,24,-4.7*,28
CC(=O)Nc1cc2c(cc1Br)-c1ccccc1C2O (configuration not stated),102,91,92,106,97,77,104,101,77

# More records:
SMILES,HCT-15,KM12,HCT-116,HT29,HCC-2998,NCI-H322M,SW-620,COLO 205,SNB-75
CCCCCCCCCCCCCCCCNc1ccccc1,103,89,101,87,105,84,108,113,107
CC1NC2CCCCC2C1CCNC(=O)C1CCN(C(=O)C2CCCCC2F)CC1 (configuration not stated),103,100,107,110,96,95,94,103,91
O=Cc1c[nH]c2ccc(-c3csc4ccccc34)cc12,29,2.1*,21,17,13,83,16,72,40
COc1cccc(-c2nc(N)n(-c3nc4ccccc4s3)n2)c1,103,102,97,101,113,97,100,102,81
N#Cc1c(NC(=O)CN(Cc2ccccc2)Cc2ccccc2)sc2c1CCCC2,92,100,84,97,98,92,103,114,99
COc1cc2cc3c(nc2cc1OC)CCN3Cc1ccc(NC(=O)c2cc(C(F)(F)F)cc(C(F)(F)F)c2)cc1,83,96,83,60,114,93,105,104,61
CCCCSc1ncnc2nc[nH]c12,116,114,97,107,108,133,103,100,101
CCCCN(CCCC)C(=O)c1ccc(C)cc1,97,99,96,97,100,94,98,104,94
CC1NC(=S)NC(=O)/C1=C\c1cc(=O)oc2c1ccc1ccccc12 (configuration not stated),102,96,93,82,108,97,101,106,79
CCNCC(O)Cc1ccc(OCC)cc1 (configuration not stated),107,106,89,81,100,99,108,107,111
O=C1OCC2=C1C(c1cccc(Br)c1)c1cc3c(cc1N2CCO)OCCO3 (configuration not stated),14,-34*,6.3*,2.1*,·,35,21,-25*,29
Cc1ccc(S(=O)(=O)CC(=O)Nc2ccc(C(=O)O)cc2)cc1,103,107,95,104,106,104,102,107,100
O=C(/C=C/c1c[nH]c2ccccc12)c1cc2ccccc2oc1=O,72,85,96,118,121,98,108,132,136
CN(C)[C@@H]1C(=O)C(C(=O)NCc2nc3[nH]cnc(=S)c3[nH]2)=C(O)[C@@]2(O)C(=O)C3=C(O)c4c(O)cccc4[C@@](C)(O)[C@H]3C[C@@H]12,77,69,34,64,16,38,74,88,62
CCCCCCCCCCCCCCCCCC[N+](C)(C)CC(=O)[O-],79,40,88,73,50,80,87,69,84
CCc1cccc2c1S/C(=C/c1ccc(OC)cc1)C2=O,28,29,34,85,78,87,30,105,27
COC(=O)C1=CCC(n2cnc3c(N)ncnc32)O1 (configuration not stated),109,100,99,103,106,94,106,103,98
CN(Cc1ccccc1)c1ccccc1,108,102,110,111,117,95,95,166,84
CN(C1c2ccccc2Oc2ccccc21)S(=O)(=O)c1ccc2ccccc2c1,74,80,65,71,102,·,83,93,87
CN(c1ccccc1)c1ccc2c(c1)OCCC21CC1Nc1cnccc1C(=O)O (configuration not stated),27,64,33,76,68,87,80,69,67
O=[N+]([O-])c1c(F)cccc1Nc1cccc(F)c1,104,115,99,97,102,108,108,121,82
O/N=C/c1cccc(Cl)c1,101,109,107,107,111,92,111,107,93
CC(O)COC1CCCCC1 (configuration not stated),102,105,101,107,·,111,106,110,90
CCCC(=O)c1ccc(C)o1,112,110,104,104,106,107,102,110,93

# Among those listed so far, 2 contain a CF3 group:
SMILES,HCT-15,KM12,HCT-116,HT29,HCC-2998,NCI-H322M,SW-620,COLO 205,SNB-75
O=C(O)c1ccc(-c2nn(-c3ccc(C(F)(F)F)cc3)cc2CNc2ccc(F)cc2)cc1,86,96,98,96,99,97,96,113,55
COc1cc2cc3c(nc2cc1OC)CCN3Cc1ccc(NC(=O)c2cc(C(F)(F)F)cc(C(F)(F)F)c2)cc1,83,96,83,60,114,93,105,104,61

# The results go on.
SMILES,HCT-15,KM12,HCT-116,HT29,HCC-2998,NCI-H322M,SW-620,COLO 205,SNB-75
COC(=O)Nc1nc2ccc(C3(c4ccc(F)cc4)OCCO3)cc2[nH]1,26,26,25,0.8*,17,52,31,0.2*,10
N#CN1CC[C@H](C(=O)Nc2cc3cc(C(N)=O)ccc3cn2)C1,3.8*,1.6*,1.7*,-31*,-1.6*,14,6.4*,-70*,-28*
CC1Cc2c(Cl)ncnc2N(C)c2ccc(F)cc21 (configuration not stated),106,100,88,91,103,99,106,93,60
COc1cccc(/C=C2\SC(N3CCN(c4ccccn4)CC3)=NC2=O)c1,105,97,103,85,99,89,98,119,102
O=C(OCc1ccc2c(Cl)cc(Cl)c(O)c2n1)c1c[nH]c2ccccc12,25,47,30,96,80,64,55,104,69
O=C1[C@@H]2Cc3c([nH]c4ccccc34)[C@@H](c3ccc(Cl)cc3)N2C(=O)CN1C1CCN(CC2CCCCC2)CC1,95,93,74,88,99,94,90,93,64
CC(C)(C)C(=O)Nc1nc2c(s1)CCCc1ccn(S(=O)(=O)c3ccccc3)c1-2,95,95,72,83,97,93,100,113,97
COc1ccc2[nH]c(O)c(N=NC(=O)c3ccc4nc(-c5ccc(C)cc5)[nH]c4c3)c2c1,111,109,88,102,112,102,112,105,109
O=C(O)CSC1(SCC(=O)O)CCCCC1,88,110,103,110,107,99,110,107,85
C=C1c2nc3ccccc3n2C=C(c2ccc(OC)cc2)N1Cc1cccc(OC)c1,75,94,64,78,87,114,82,84,105
CC(C)C1(Cl)CC=C(CC(Cl)(Cl)Cl)CC1 (configuration not stated),111[5 µM],103[5 µM],97[5 µM],109[5 µM],115[5 µM],102[5 µM],105[5 µM],108[5 µM],91[5 µM]
Cc1cc(NS(=O)(=O)c2ccc(N)cc2)no1,103&104,110&107,104&107,121&107,141&116,110&123,106&105,125&113,102&115
O=C1CCN(CCCN2CCC(=O)NC2=S)C(=S)N1,106,95,117,92,109,105,99,104,95
O=C1NC(=O)C(Cn2c(-c3ccccc3)nc3ccccc32)N1 (configuration not stated),102,100,101,104,119,99,99,107,77
CCOC(=O)c1nc(Nc2ccc(C(C)=O)cc2)sc1C,97,101,100,98,114,96,101,106,90
COc1ccc(C2CC(c3cccc(Nc4ccncc4)c3)=NN2C=O)cc1 (configuration not stated),102,95,89,85,107,94,98,99,88
CCCNNC(=O)c1ccc(CNC(=O)/C=C/c2ccccc2)cc1,50[2.5 µM],47[2.5 µM],1.3*[2.5 µM],11[2.5 µM],34[2.5 µM],35[2.5 µM],23[2.5 µM],-16*[2.5 µM],72[2.5 µM]
Cc1ccc(S(=O)(=O)/C=C\S(=O)(=O)c2ccc(C)cc2)cc1,95,103,109,108,94,97,81,57,101
CC(C)NS(=O)(=O)c1cccc([N+](=O)[O-])c1,98,95,104,112,96,100,108,110,108
COc1ccc(-c2nnc(-c3ccc(OC)cc3)n2-c2cc(OC)c(OC)c(OC)c2)cc1,107,110,86,84,105,104,102,107,92
c1ccc(N=C2SCCCS2)cc1,99,107,117,111,108,109,103,113,77
CCOC(=O)[C@@]1(C#N)CC2CCC1C2 (some centres not stated),102,107,95,127,127,110,120,120,112
CCCCC1CCCCC1,112,100,102,106,104,102,107,106,92
Cc1cc2nc3c4ccccc4n(CC4=NCCN4)c3nc2cc1C,0.4*,43,-93*,-74*,-47*,22,-40*,44,25
CCCCCCCCOC(=O)COc1ccc(Cl)cc1Cl,100,105,96,106,99,97,104,106,89
CC(=O)O[C@@H]1C(=O)N(c2cnccn2)[C@H]1c1ccccc1[N+](=O)[O-],16,-2.3*,-14*,2.4*,32,37,20,21,22
COc1ccc(OC)c(/C=C2\C(=O)NN=C2N)c1,105,133,102,106,103,168,110,118,87
CC(C)CC(C)NCCOC(=O)c1ccccc1 (configuration not stated),97&104,96&102,109&107,104&101,112&104,103&108,102&107,108&113,97&96
O=C1Nc2ccccc2/C1=C\c1ccccc1O,93,82,86,116,94,80,96,124,65
Nc1ccc(Cc2ccccc2)cc1,100,90,105,94,99,101,98,116,92
CCOC(=O)C1=C(C)NC(=O)NC1c1ncc(C(C)O)s1 (configuration not stated),109,96,106,92,101,94,93,102,97
COc1ccc(C2CC(=O)Nc3ncn(-c4ccc(F)cc4)c32)cc1 (configuration not stated),101,98,94,74,99,95,107,106,97
CCN(CC)Cn1c2ccccc2c2ccccc21,120,104,100,99,99,112,109,109,78
COc1ccc(Cc2n[nH]c(=S)n2-c2ccc(Cl)cc2)cc1,106,103,102,102,109,94,98,114,95
c1ccc2[nH]ccc2c1,106,106,104,104,102,101,99,124,87
COc1ccc(CN2CC3CC3(COc3ccc(F)c(C)c3)C2)cc1F (configuration not stated),98,104,102,103,110,105,98,112,104
OC[C@H]1O[C@@H](O)[C@H](O)[C@@H](O)[C@@H]1O,111,112,103,105,103,·,115,110,101
CCC(O)c1ccccc1 (configuration not stated),105&113,108&116,108&87,105&104,-88*,105&114,104&109,111&128,97&88
O=C1CSC(=Nc2ccccc2C(=O)O)N1,106,112,104,107,102,105,106,109,89
COc1ccc(-c2c3c(nc4nc[nH]c(=O)c24)C(C)CCC3)cc1 (configuration not stated),86,·,91,105,118,114,·,·,66
OCCNc1nc(Nc2ccc(Cl)cc2)nc(Nc2ccc(C3=NN(c4cc(Cl)cc(Cl)c4)C(c4ccc(Cl)cc4)C3)cc2)n1 (configuration not stated),96,100,96,102,118,84,101,·,86
CCOC(=O)CC[C@H](NC(=O)c1ccc(N(C)Cc2cnc3nc(N)nc(N)c3n2)c2ccccc12)C(=O)OCC,30,24,20,13,36,46,22,37,76
